NadD block: inhibitors of Staphylococcus aureus NadD; inhibition, % at 20 µM; hit rate 0.78% among 360,000; AID 602399; purified NadD enzyme, colorimetric absorbance read-out; in the data active = inhibition above about 26%; note: some compounds past the cut are filed as inactive
LMPTP block: blocks human LMPTP phosphatase; P24666; recombinant LMPTP-A, OMFP fluorogenic substrate, fluorescence intensity; inhibition, % at 20 µM; hit rate 0.22% among 360,000; AID 651560;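 active = compounds that cut the enzyme signal by at least half of the control window in the single-dose screen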;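 note: plate controls were DMSO wells with enzyme plus substrate for no effect and substrate without enzyme for full effect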
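Assay system: LMPTP-A phosphatase enzyme | Input: 0.625 nM enzyme | Also added: Fluorogenic phosphatase substrate OMFP at 400 µM final | Compound dosing: One test concentration per compound, 20 µM, with 3% DMSO overall | Schedule: 50 min enzyme reaction at room temperature, protected from light | Signal: Fluorescence intensity | Benchmarks: no-enzyme and uninhibited controls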
CSN inh: CSN deneddylation inhibition. hit rate 0.38% among 360,000. Q92905. Purified CSN, SCF-Nedd8-OG deneddylation, fluorescence polarization. inhibition, % at 12.5 µM;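 active = pattern-corrected inhibition above about 35%, with an unprinted fluorescence ratio check between 0.5 and 1.5, limit read from the data, passing the limit was not always enough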;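 note: 0% = enzyme with substrate and 100% = substrate without enzyme; some results filed as inactive read as strong as hits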
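Assay system: HEK293T-derived human Csn5 enzyme; quantity: 0.24 nM enzyme; medium: Tris/NaCl/DTT buffer, pH 7.5; also added: substrate SCFSkp2-Nedd8OG, 10 nM; doses: 12.5 µM compound; schedule: 90 min reaction at room temperature; signal: FP; read-out: % inhibition of substrate cleavage by Csn5; benchmarks: substrate-only high control, full reaction low control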
Rin1-Abl PPI inh: inhibitors of human Rin1-Abl protein interaction | hit rate 0.4% among 360,000 | inhibition, % at 7.35 µM | TR-FRET Rin1/Abl binding, biochemical | P00519+Q13671; in the data active = inhibition above about 5%, passing the limit was not always enough
STEP block: STEP (human) phosphatase inhibition; P54829; recombinant STEP, OMFP fluorogenic substrate, fluorescence; inhibition, % at 20 µM; hit rate 0.25% among 360,000; AID 588621;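 active = inhibition at 20 µM, scaled per plate between control wells, above about 37%, limit read from the data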;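 note: 0% = DMSO with enzyme and substrate and 100% = substrate only without enzyme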
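Material: STEP (striatal-enriched tyrosine phosphatase) enzyme, cell-free | Medium: 50 mM Bis-Tris pH 6.0 with 2.5 mM DTT and 0.005% Tween 20 | Read-out: Percent inhibition scaled to no-enzyme and uninhibited-enzyme controls, plate-pattern corrected | Signal: Fluorescence read at 480 nm ex / 540 nm em | Times: 20 min reaction, room temperature, in the dark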
Scp-1 inhibitor: blocks human Scp-1 phosphatase activity. Q9GZU7. Recombinant Scp1, phosphopeptide, malachite green phosphate absorbance. inhibition, % at 20 µM. hit rate 0.88% among 340,000;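 active = inhibition above about 50% at 20 µM, limit read from the data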;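 note: plate controls were DMSO wells with enzyme for no effect and wells lacking enzyme for full effect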
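Test system – truncated SCP-1 phosphatase (76-261aa) · Reagent – Phosphorylated 17-residue peptide substrate · Incubation – 45 min room-temperature reaction, 5 min colour, 30 min stabiliser · Detection – colorimetric phosphate reagent with accelerator and stabiliser, absorbance at 630 nm · Measure – % inhibition at 20 µM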
Rpn11 block: Rpn11 (human) deubiquitinase inhibition; AID 588493; human 26S proteasome, Ub4-pepOG fluorescence polarization; 20S core pre-blocked with epoxomicin; calls only at 20 µM; hit rate 0.59% among 360,000;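 active = inhibition at 20 µM, scaled to each plate's controls, above about 33%, limit read from the data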
Neddylation inh: blocks human cullin neddylation; P61081+Q13564; TR-FRET cullin neddylation, biochemical; calls only at 25 µM; hit rate 0.58% among 360,000; AID 651699; in the data active = inhibition above about 36%
DNMT1 block: DNMT1 (human) enzyme inhibition. P26358. DNMT1 molecular beacon, Hinp1I cleavage, fluorescence. inhibition (reported as % activation of signal), % at 10 µM. hit rate 0.83% among 360,000. AID 588458; in the data active = inhibition above about 50%
Target sequence (P26358 504-1616 limits assumed): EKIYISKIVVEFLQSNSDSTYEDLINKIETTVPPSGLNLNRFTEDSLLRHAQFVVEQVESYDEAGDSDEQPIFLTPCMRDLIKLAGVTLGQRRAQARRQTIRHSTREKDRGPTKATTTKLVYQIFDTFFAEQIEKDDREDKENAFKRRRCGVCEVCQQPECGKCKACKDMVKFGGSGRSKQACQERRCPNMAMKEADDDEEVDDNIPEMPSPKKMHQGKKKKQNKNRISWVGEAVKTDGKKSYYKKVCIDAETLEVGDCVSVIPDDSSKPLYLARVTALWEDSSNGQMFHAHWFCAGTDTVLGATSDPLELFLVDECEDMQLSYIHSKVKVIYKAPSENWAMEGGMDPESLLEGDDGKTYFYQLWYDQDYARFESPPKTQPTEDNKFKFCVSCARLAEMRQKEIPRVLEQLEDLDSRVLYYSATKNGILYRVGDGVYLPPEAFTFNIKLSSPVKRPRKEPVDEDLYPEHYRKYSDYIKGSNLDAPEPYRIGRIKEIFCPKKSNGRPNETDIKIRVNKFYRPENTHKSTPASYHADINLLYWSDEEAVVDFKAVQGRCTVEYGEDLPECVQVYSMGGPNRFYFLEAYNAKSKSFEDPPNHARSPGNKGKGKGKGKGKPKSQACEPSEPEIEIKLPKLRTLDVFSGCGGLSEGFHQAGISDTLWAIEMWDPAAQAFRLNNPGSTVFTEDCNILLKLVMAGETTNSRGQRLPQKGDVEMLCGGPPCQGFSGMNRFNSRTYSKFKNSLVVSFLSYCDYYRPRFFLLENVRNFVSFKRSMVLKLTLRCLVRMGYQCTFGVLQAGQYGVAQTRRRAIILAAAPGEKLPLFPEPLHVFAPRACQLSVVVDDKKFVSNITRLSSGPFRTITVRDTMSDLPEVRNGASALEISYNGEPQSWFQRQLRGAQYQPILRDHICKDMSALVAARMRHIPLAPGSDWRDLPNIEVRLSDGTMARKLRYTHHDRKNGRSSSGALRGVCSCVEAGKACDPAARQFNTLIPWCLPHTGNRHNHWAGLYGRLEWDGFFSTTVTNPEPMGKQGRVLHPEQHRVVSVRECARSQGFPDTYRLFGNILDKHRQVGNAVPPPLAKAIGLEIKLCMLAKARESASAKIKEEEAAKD
SUMO1 PPI mod: SUMO1-SIM interaction modulation; SUMO1 binding to a labelled peptide, TR-FRET, 1 h; P63165; hit rate 0.33% among 360,000; inhibition, % at 20 µM; in the data active = inhibition above about 37%
An asterisk follows results filed as active; i = inactive; nt = not tested or not shown; & = joins results of further samples.

Every second line gives: NadD block | STEP block | Scp-1 inhibitor | Rin1-Abl PPI inh | CSN inh | DNMT1 block | LMPTP block | SUMO1 PPI mod | Neddylation inh | Rpn11 block
1. COc1ccc(CN(C)S(=O)(=O)c2nnc(NC(=O)c3cccc(F)c3)s2)cc1OC
 : 2 | 0 | -6 | 0 | 3 | -8 | 0.7 | 7 | i | i
2. O=C(c1ccc(CS(=O)Cc2ccc(Cl)cc2)o1)N1CCN(C2CCCCC2)CC1 (stereo not drawn)
 : -1 | 11 | nt | 5 | -2 | -2 | -1.6 | 2 | i | i
3. O=C(C1CCN(S(=O)(=O)c2ccccc2)CC1)N1CCN(c2ccccc2F)CC1
 : 2 | 0 | -5 | 1 | -1 | -1 | -0.8 | 1 | i | i
4. c1coc(CNC2CCCCCCC2)c1
 : -5 | -2 | 2 | 1 | 2 | 4 | 0.9 | 0 | i | i
5. COc1ccc(CN2CCN(Cc3ccc(C)cc3)C(CCO)C2)cc1OC (stereo not drawn)
 : -6 | -2 | -9 | -1 | 5 | 0 | -0.7 | 5 | i | i
6. O=C(CN1CCCC1)N1CCN(c2ccccc2)CC1
 : 2 | -2 | -3 | 2 | -5 | -1 | -0.2 | 1 | i | i
7. O=C(CCN1C(=O)C2C3C=CC(C3)C2C1=O)Nc1c(F)cccc1F (stereo not drawn)
 : 0 | -2 | 1 | -2 | -4 | 0 | -0.7 | -2 | i | i
8. Cc1ccc(S(=O)(=O)CCC(=O)Nc2nc(-c3ccccn3)cs2)cc1
 : -4 | 2 | -8 | -1 | -3 | -2 | -0.3 | 4 | i | i
9. CCCNc1nc(C)cc(-c2cc(C(=O)Nc3ccccc3)on2)n1
 : -4 | -2 | -2 | 4 | -2 | 3 | 0.5 | 0 | i | i
10. CCN(CC)C(=O)CSc1nnc(CNc2ccc(F)cc2)n1-c1ccccc1
 : 2 | -2 | -4 | 3 | 2 | -3 | -0.5 | 1 | i | i
11. CC1CCC(C(C)C)C(OC(=O)Cn2nnc3c(cnn3-c3ccccc3)c2=O)C1 (stereo not drawn)
 : 3 | 6 | -20 | -4 | 0 | 6 | 9.3 | 1 | i | i
12. Cc1ccc(N/C(N)=N/c2nc(CSc3ccc(C)cc3)cc(=O)[nH]2)cc1
 : 13 | 3 | -4 | -3 | 0 | -1 | -0.9 | 1 | i | i
13. CCC(C)[C@H](NC(=O)NCc1ccc(S(N)(=O)=O)cc1)C(=O)O (stereo partly drawn)
 : -4 | 0 | -4 | -3 | -3 | 1 | -1.0 | 2 | i | i
14. CCSc1nnc(NC(=O)C2CCCCC2C(=O)O)s1 (stereo not drawn)
 : 1 | -6 | -2 | 0 | -4 | 4 | -1.3 | 2 | i | i
15. Cc1c(O)c2ccccc2oc1=O
 : -3 | 1 | -5 | 0 | 0 | 1 | -1.2 | -1 | i | i
16. CS(=O)(=O)c1ccc2nc(NC(=O)C3CCCCC3)sc2c1
 : 2 | -2 | 3 | 3 | -7 | -1 | -1.6 | 0 | i | i
17. CCOC(=O)CN1C(=O)C(=O)N(Cc2c(Cl)cccc2Cl)C1=O
 : -1 | 1 | -6 | -1 | -4 | 0 | -1.4 | 3 | i | i
18. COc1cc(OC)cc(C(=O)N[C@H](C(=O)Nc2nc(-c3cc(OC)ccc3OC)cs2)C(C)C)c1
 : 5 | 0 | 2 | -5 | 0 | -10 | 2.7 | 3 | i | i
19. CN(C)S(=O)(=O)c1ccc(N2CCCC2)c(C(=O)Nc2nc(-c3ccc(F)c(F)c3)cs2)c1
 : 4 | 0 | -7 | -4 | 1 | -3 | 1.3 | 2 | i | i
20. Cc1cccc(NC(=O)c2cccnc2Cl)n1
 : -1 | 0 | -5 | -1 | 7 | 0 | -1.0 | -2 | i | i
21. COC(=O)COn1c(-n2nc(C)cc2C)nc2ccccc2c1=O
 : -6 | 1 | -21 | -3 | 2 | 2 | -1.8 | -3 | i | i
22. COc1ccc(Oc2cnc3ccccc3n2)cc1
 : 2 | -4 | -5 | 4 | 1 | 3 | -0.6 | -4 | i | i
23. CCOC(=O)C1(CCSC)NC(c2ccco2)C2C(=O)N(CC)C(=O)C21 (stereo not drawn)
 : 0 | 2 | 5 | 0 | -2 | -2 | -1.2 | -1 | i | i
24. CCC(=O)NC(=S)Nc1ccccc1C(=O)OC
 : 1 | 2 | -7 | 1 | -7 | 0 | -2.8 | -3 | i | i
25. COc1ccc(-c2c3c([nH]c(=S)c2C#N)CCC3)cc1
 : 36* | -5 | -2 | -6 | 5 | -3 | -0.5 | -1 | i | i
26. O=C(CC1NC2CCCCC2NC1=O)Nc1ccc2c(c1)OCO2 (stereo not drawn)
 : -6 | 1 | -8 | 2 | -4 | 1 | -0.8 | 2 | i | i
27. O=C(Cc1cccs1)Nc1cc(S(=O)(=O)N2CCCCC2)ccc1Cl
 : 3 | -3 | -12 | -2 | -10 | -1 | 1.3 | 3 | i | i
28. O=C1[C@H]2[C@H](ON3CCCC[C@H]23)C(=O)N1c1ccc(Cl)cc1
 : 1 | 3 | -7 | 0 | -3 | 5 | 0.9 | 0 | i | i
29. COC(=O)c1cc2c(ccn2-c2ccc(F)cc2)n1Cc1cccc(OC)c1
 : 0 | 2 | -21 | 1 | 2 | -6 | 4.2 | 3 | i | i
30. Cc1cc(C)n2nc(C(=O)OCC(=O)NCc3ccc(F)cc3)nc2n1
 : 2 | 1 | 0 | -1 | 6 | 2 | -0.2 | 2 | i | i
31. O=C(O)c1ncc(Cl)c(Cl)c1Cl
 : 3&0 | -2&-3 | -11&6 | 3&-2 | -1&-2 | 0&0 | -2.5&-0.7 | 0&3 | i | i
32. Cc1occc1-c1nnc(SCC(=O)c2c(N)n(C3CC3)c(=O)[nH]c2=O)n1C
 : 6 | 1 | -2 | -3 | 3 | -3 | -0.8 | 6 | i | i
33. Cc1ccc(NC(=O)c2cnccn2)cc1S(=O)(=O)N1CCCCCC1
 : -5 | 1 | 21 | 2 | 4 | 5 | 0.0 | 5 | i | i
34. O=[N+]([O-])c1cccn2cc(-c3ccc(Br)cc3)nc12
 : -4 | 56* | 107* | 0 | 13 | 15 | 34 | -21 | i | i
35. Cc1cccc(S(=O)(=O)NC(Cc2c[nH]c3ccccc23)C(=O)O)c1 (stereo not drawn)
 : -2 | 1 | -1 | -3 | -2 | 0 | -1.1 | -2 | i | i
36. COc1ccc(CNC(=O)CN(c2ccccc2OC)S(=O)(=O)c2cccs2)cc1
 : -1 | -2 | -8 | 2 | -3 | -3 | 0.2 | 3 | i | i
37. Cc1ccc([N+](=O)[O-])cc1NC(=O)CCCOc1ccccc1
 : -10 | 2 | -5 | -8 | -4 | -1 | -0.9 | -22 | i | i
38. COc1ccc(CCNC(=O)c2cc(=O)c3cc(C)ccc3o2)cc1
 : -6 | 2 | 12 | 0 | 2 | 0 | 1.0 | -4 | i | i
39. COc1cccc(/C=N/NC(=O)CCc2n[nH]c(=O)[nH]c2=O)c1O
 : -5 | -1 | -7 | -2 | -8 | 5 | -1.4 | 0 | i | i
40. O=C(CCCOC(=O)c1cccnc1Cl)c1ccc(Br)cc1
 : -4 | -4 | -13 | 3 | -1 | -4 | 0.2 | 5 | i | i
41. Brc1cccc(CNCCCN2CCOCC2)c1
 : -4 | 1 | -6 | 4 | -3 | 0 | -3.1 | 1 | i | i
42. Cc1oc(C)c(C(=O)O)c1COc1ccc(C(=O)O)cc1
 : 7 | 0 | -2 | 5 | 3 | 4 | -2.4 | 6 | i | i
43. CC(C)(C)N(Cc1ccccc1)C(=O)COC(=O)CSc1ccc([N+](=O)[O-])cc1
 : -10 | -1 | -12 | 1 | 0 | 0 | 3.9 | -22 | i | i
44. CCCc1nc(SCC(=O)NC2CC2)c2c(C)c(C)sc2n1
 : 2 | -1 | 1 | 2 | 1 | 1 | -0.4 | 6 | i | i
45. CC(=O)NC(CC(=O)OC(C)C(=O)Nc1ncc(Cl)cc1Cl)c1ccccc1 (stereo not drawn)
 : 1 | -1 | -1 | -1 | -2 | 1 | -0.1 | 3 | i | i
46. O=C(CSc1nnc(CNc2ccc(F)cc2)o1)c1ccccc1
 : 2 | -2 | -3 | 2 | 3 | -3 | -1.0 | -3 | i | i
47. Cc1nc([N+](=O)[O-])cn1CCCCN1C(=O)c2ccccc2C1=O
 : -4 | 0 | -6 | -7 | -2 | 0 | -1.3 | -12 | i | i
48. O=S(=O)(Nc1ccc(S(=O)(=O)Nc2cccc3ccccc23)cc1)c1ccccc1
 : 1 | 0 | -8 | -2 | 1 | -3 | 1.7 | -2 | i | i
49. COc1ccccc1CNC(=O)CSc1ccc(C(=O)Nc2ccccc2OC)cc1[N+](=O)[O-]
 : 4 | 1 | -3 | 0 | -3 | -11 | 1.5 | 2 | i | i
50. O=c1[nH]c(CSc2nnc(-c3ccncc3)n2Cc2ccco2)nc2ccccc12
 : 1 | 0 | -11 | -16 | -5 | 4 | 0.3 | -2 | i | i

Among those listed so far, nine have two or more sulfur atoms:
Every second line gives: NadD block | STEP block | Scp-1 inhibitor | Rin1-Abl PPI inh | CSN inh | DNMT1 block | LMPTP block | SUMO1 PPI mod | Neddylation inh | Rpn11 block
1. COc1ccc(CN(C)S(=O)(=O)c2nnc(NC(=O)c3cccc(F)c3)s2)cc1OC
 : 2 | 0 | -6 | 0 | 3 | -8 | 0.7 | 7 | i | i
8. Cc1ccc(S(=O)(=O)CCC(=O)Nc2nc(-c3ccccn3)cs2)cc1
 : -4 | 2 | -8 | -1 | -3 | -2 | -0.3 | 4 | i | i
14. CCSc1nnc(NC(=O)C2CCCCC2C(=O)O)s1 (stereo not drawn)
 : 1 | -6 | -2 | 0 | -4 | 4 | -1.3 | 2 | i | i
16. CS(=O)(=O)c1ccc2nc(NC(=O)C3CCCCC3)sc2c1
 : 2 | -2 | 3 | 3 | -7 | -1 | -1.6 | 0 | i | i
19. CN(C)S(=O)(=O)c1ccc(N2CCCC2)c(C(=O)Nc2nc(-c3ccc(F)c(F)c3)cs2)c1
 : 4 | 0 | -7 | -4 | 1 | -3 | 1.3 | 2 | i | i
27. O=C(Cc1cccs1)Nc1cc(S(=O)(=O)N2CCCCC2)ccc1Cl
 : 3 | -3 | -12 | -2 | -10 | -1 | 1.3 | 3 | i | i
36. COc1ccc(CNC(=O)CN(c2ccccc2OC)S(=O)(=O)c2cccs2)cc1
 : -1 | -2 | -8 | 2 | -3 | -3 | 0.2 | 3 | i | i
44. CCCc1nc(SCC(=O)NC2CC2)c2c(C)c(C)sc2n1
 : 2 | -1 | 1 | 2 | 1 | 1 | -0.4 | 6 | i | i
48. O=S(=O)(Nc1ccc(S(=O)(=O)Nc2cccc3ccccc23)cc1)c1ccccc1
 : 1 | 0 | -8 | -2 | 1 | -3 | 1.7 | -2 | i | i

Source: PubChem
